# Compound activity as filed in PubChem.
# BoNT F protease: BoNT/F light chain protease inhibitors, primary screen, biochemical, flow cytometry, MLPCN library; Multiplex microsphere protease cleavage assay; inhibition, % at 10 µM; 360,000 tested, 0.22% active; AID 588497, 2011; in the data active = inhibition above about 35%, passing the limit was not always enough; inconclusive = no clear call, values can overlap the other calls; also: plate controls were buffer without enzyme for full effect and enzyme alone for no effect
# CCHFV vOTU inh: CCHFV vOTU protease inhibitors, primary screen, biochemical, Pep-AMC substrate, fluorescence. inhibition, % at 11.5 µM. 370,000 tested, 0.55% active; also: 0% = vehicle wells with enzyme and 100% = no enzyme wells
# Mtb UGM inh: M. tuberculosis UGM enzyme inhibitors, primary screen, biochemical, fluorescence polarization, single point. UDP-galactopyranose mutase (Mycobacterium tuberculosis (strain ATCC 25618 / H37Rv)), …. purified UGM, fluorescence polarization probe displacement. inhibition, % at 10 µM. 320,000 tested, 0.06% active; in the data active = inhibition above about 10%, passing the limit was not always enough; inconclusive = no clear call, values can overlap the other calls
# Target sequence (P9WIQ1 whole entry, looked up): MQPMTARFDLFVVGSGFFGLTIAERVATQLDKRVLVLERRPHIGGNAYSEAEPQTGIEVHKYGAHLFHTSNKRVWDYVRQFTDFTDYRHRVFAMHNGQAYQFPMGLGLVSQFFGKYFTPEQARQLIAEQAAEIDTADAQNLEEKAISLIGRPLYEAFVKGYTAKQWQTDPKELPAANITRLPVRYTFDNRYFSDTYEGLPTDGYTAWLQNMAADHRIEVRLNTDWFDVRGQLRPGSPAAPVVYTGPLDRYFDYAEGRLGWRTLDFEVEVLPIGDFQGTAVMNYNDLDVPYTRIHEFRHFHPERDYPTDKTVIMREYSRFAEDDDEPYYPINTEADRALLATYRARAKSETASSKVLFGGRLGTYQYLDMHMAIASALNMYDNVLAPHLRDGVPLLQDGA
# BioA inh: M. tuberculosis BioA enzyme inhibitors, primary screen, biochemical, plate reader, single point, HTS; 7,8-diaminopelargonic acid synthase BioA (Mycobacterium tuberculosis); purified M. tuberculosis BioA enzyme; inhibition, % at 9.99 µM; 360,000 tested, 0.096% active; AID 602481, 2012; in the data active = inhibition above about 40%; inconclusive = no clear call, values can overlap the other calls
# GDH-TPI inh: GDH-TPI coupling enzyme inhibitors, primary screen, artefact control for M. tuberculosis FBA inhibitor project, biochemical, absorbance, full deck; GDH-TPI coupled enzyme counterscreen, NADH absorbance; 360,000 tested, 1.2% active; inhibition, % at 4.8 µM;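 also: 0% = DMSO wells and 100% = wells lacking the enzyme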
# FadD28 FP inh: inhibitors of FadD28 bisubstrate probe binding, primary screen, biochemical, fluorescence polarization, single point | AID 588549, 2011 | 360,000 tested, 0.22% active | inhibition, % at 12.5 µM | Mycobacterium tuberculosis FadD28 fatty-acid-AMP ligase; in the data active = inhibition above about 8.5%, passing the limit was not always enough; inconclusive = no clear call, values can overlap the other calls
# PrPC TRFRET: inhibitors of human cell surface prion protein PrPC, primary screen, cell-based, TR-FRET; Major prion protein (Homo sapiens), P04156; TR-FRET read-out; inhibition, % at 13.8 µM; 370,000 tested, 0.43% active; AID 720596, 2013; in the data active = inhibition above about 24%; also: 0% = median of the test wells and 100% = reference compound wells
# BoNT-A LC inh2: BoNT/A light chain protease inhibitors, primary screen, biochemical, flow cytometry, MLPCN library; Botulinum neurotoxin type A light chain protease (Clostridium botulinum A str. ATCC 3502); multiplex microsphere protease substrate cleavage; inhibition, % at 10 µM; 360,000 tested, 0.17% active; in the data active = inhibition above about 30%; inconclusive = no clear call, values can overlap the other calls; also: plate controls were buffer without enzyme for full effect and enzyme alone for no effect
# FBA Mtb inh: Mtb FBA enzyme inhibitors, primary screen, biochemical, fluorescence, strain H37Rv. Fructose-bisphosphate aldolase (Mycobacterium tuberculosis (strain ATCC 25618 / H37Rv)), …. purified M. tuberculosis FBA, fluorescence read-out. inhibition, % at 1 µM. 360,000 tested, 2.3% active. AID 588726, 2011; in the data active = inhibition above about 27%;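 also: 0% = vehicle and 100% = reference inhibitor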
# Target sequence (P9WQA3 whole entry, looked up): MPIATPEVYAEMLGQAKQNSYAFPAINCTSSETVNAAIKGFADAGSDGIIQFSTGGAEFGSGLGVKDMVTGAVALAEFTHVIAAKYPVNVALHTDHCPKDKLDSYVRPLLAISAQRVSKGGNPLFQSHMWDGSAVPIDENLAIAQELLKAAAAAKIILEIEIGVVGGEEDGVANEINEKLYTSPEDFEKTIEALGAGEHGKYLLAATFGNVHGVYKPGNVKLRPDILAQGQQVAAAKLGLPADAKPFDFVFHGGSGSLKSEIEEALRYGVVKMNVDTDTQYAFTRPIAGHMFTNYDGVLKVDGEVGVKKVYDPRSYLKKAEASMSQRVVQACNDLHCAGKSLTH
# * marks the source's active call; other numbers are inactive results; u = inconclusive; x = no result given; + = active, no number; & = joins results of further samples. Rule as the data show it, unless noted: active = inhibition above about 30%; inactive = the rest. Rows were taken by chance; overall some 4.8% were active at least once.
SMILES,BoNT F protease,CCHFV vOTU inh,Mtb UGM inh,BioA inh,GDH-TPI inh,FadD28 FP inh,PrPC TRFRET,BoNT-A LC inh2,FBA Mtb inh
CC1(C)Nc2ccc(O)cc2-c2c1ssc2=S,-40,10,0.8,x,3,1.4,-12,-1.3,-4
CCCC(C)NC(=O)Cc1ccc(Br)cc1 (configuration not stated),-12,-6,2.5,x,8,-1.1,1,-1.1,-1
O=C(CN1C(=O)S/C(=C/c2cccn2-c2ccc(O)cc2)C1=O)N1CCCC1,-8,11,1.7,1.9,11,x,-13,-3.9,-7
Cc1ccc(N(CC(=O)NCc2ccccc2)C(=O)c2csnn2)cc1,9,18,-3.1,1.3,16,-1.5,2,-0.2,-2
O=C(COC(=O)CC(c1ccccc1)c1ccccc1)NCc1ccc(Cl)cc1,-5,1,0.4,-0.9,-8,-5.1,-1,-0.6,-1
CC(=O)Nc1ccc(C(=O)N/C(=C/c2ccccc2)C(=O)N2CCCCC2)cc1,9,-4,-2.8,-0.6,0,-2.1,-5,0.4,-3
O=C(CNc1ccccc1)N/N=C/c1cc([N+](=O)[O-])ccc1N1CCCC1,-6,5,3.5,-1.7,17,-0.6,-8,0.1,-7
CC(C)Sc1nc(C(F)(F)F)cc(=O)n1-c1ccccc1,-1,13,-2.7,0.3,7,-3.7,0,u,-3
O=C(NCCc1c[nH]c2ccccc12)C1CCC(=O)N(CCc2cccc(F)c2)C1 (configuration not stated),1,5,-1.9,1.1,5,0.7,-6,-1.3,0
C=CCN1C(=O)OC2(CCCCC2)C1(C)O (configuration not stated),0,-17,-0.4,-1.5,-2,-0.5,1,1.6,1
O=S(=O)(Nc1ccccn1)c1ccc(Cl)cc1,-3,-5,3.7,-2.9,2,-3.6,3,-2.7,-1
O=C(O)c1ccccc1Nc1ccc(OC(F)F)cc1,-8,0,0.7,x,13,1.4,5,-0.5,1
CCn1c2ccccc2c2cc(NC(=O)CNCc3ccccc3OC)ccc21,-36,8,1.3,-1.0,16,-2.0,4,-2.6,0
C=CCC(=O)N1CCC(n2nccc2NC(=O)CCOc2ccccc2)CC1,-9,5,-0.4,-0.8,-3,-2.7,5,-0.8,-4
N#Cc1ccc(NC(=O)C2=COCCO2)cc1,3,9,-0.1,4.5,5,x,9,1.6,2
CN1CCN(CCC(=O)N2c3ccccc3Sc3ccc(Cl)cc32)CC1,8,18,-0.7,-0.3,9,-1.3,5,0.2,0
C/C(=N\Nc1nc(N2CCOCC2)nc(N2CCOCC2)n1)c1cccs1,-6,-7,-0.4,x,9,-3.0,-6,-1.0,-8
O=C(Cn1c(O)c(/C=C2\C=Nc3ccccc32)sc1=O)N1CCOCC1,0,16,3.9,x,7,-2.3,-5,-1.3,-3
C=CCNC(=O)c1cccn1-c1ccsc1C(=O)OC,0,-3,-0.2,2.9,1,-0.8,-7,0.3,-5
COc1cccc(N2CCN(Cc3ccco3)CC2)c1,0,-14,-0.5,1.2,-3,-2.1,-5,-0.2,3
COc1cc(C)c(S(=O)(=O)N2CCN(C)CC2)cc1C,25,7,-2.7,-1.2,9,-0.4,7,0.9,-2
O=C(Nc1nc2c(s1)COc1ccccc1-2)c1cccs1,-8,-5,-2.1,-0.9,13,-1.4,-8,0.0,3
COC(=O)C1CCN(C(=O)COC(=O)c2oc3ccccc3c2C)CC1,-7,6,x,1.2,3,-3.7,-3,-4.9,2
CC(C)[C@H](NC(=O)c1ccccc1Cl)C(=O)Nc1nc(-c2ccccn2)cs1,-9,0,-2.2,x,-1,-4.4,11,-0.7,0
CCN(C[C@H]1N[C@@](Cc2ccccc2)(C(=O)OC)[C@H]2C(=O)N(Cc3ccccc3)C(=O)[C@@H]12)C(=O)c1ccccc1,-4,-4,3.5,-2.0,3,1.5,1,-0.1,0

# The last 2 records of the section above come first, to join the parts.
SMILES,BoNT F protease,CCHFV vOTU inh,Mtb UGM inh,BioA inh,GDH-TPI inh,FadD28 FP inh,PrPC TRFRET,BoNT-A LC inh2,FBA Mtb inh
CC(C)[C@H](NC(=O)c1ccccc1Cl)C(=O)Nc1nc(-c2ccccn2)cs1,-9,0,-2.2,x,-1,-4.4,11,-0.7,0
CCN(C[C@H]1N[C@@](Cc2ccccc2)(C(=O)OC)[C@H]2C(=O)N(Cc3ccccc3)C(=O)[C@@H]12)C(=O)c1ccccc1,-4,-4,3.5,-2.0,3,1.5,1,-0.1,0
COc1ccc(C(O)P(=O)(OCC(C)C)c2ccc(N(C)C)cc2)c(OC)c1 (configuration not stated),4,17,3.7,-1.0,3,-0.2,0,-1.4,2
C=CCn1c(O)c(N=Nc2ccccc2[N+](=O)[O-])c2ccccc21,-4,19,x,-0.9,6,-0.5,-6,-0.9,-4
CN(C(=O)c1cccc(NC(=O)Cc2cccc(NC(=O)C3CCCN(C(=O)C4CCC4)C3)c2)c1)C1CC1 (configuration not stated),-4,-2,x,-0.3,-9,-2.2,-1,-0.5,0
CCN1/C(=C/c2ccc3cccc(C)c3[n+]2CC)Sc2ccccc21,-18,4,-3.4,3.5,17,0.6,28*,79*,-6
Cc1ccsc1/C=N/Nc1nc(Cl)c(Cl)cc1Cl,-2,2,0.4,-0.1,15,-3.0,4,0.3,1
COCC(=O)OCC(=O)Nc1cc(C)c(C)cc1[N+](=O)[O-],-6,8,-0.2,x,13,-2.0,-23,-0.1,-1
C=CCN1C(=O)c2ccccc2Sc2ccc(C(=O)NCCC)cc21,-24,11,0.5,2.1,4,-3.2,10,-1.2,8
Cc1cc(C)nc(N2CCC(C(=O)NCC3CCCCC3)CC2)n1,-14,x,x,-2.8,2,1.6,x,-0.8,2
CCOC(=O)C(=O)Nc1cc(C)nn1-c1nc2ccccc2[nH]1,-2,0,-1.9,-0.9,-9,-1.6,-1,-1.5,0
O=[N+]([O-])c1ccc2c(c1)OCCOCCOCCOCCOCCOCCO2,-6,7,5.5,x,14,-2.0,-13,0.4,0
Fc1cccc(F)c1C(Nc1nncs1)Nc1nncs1,-3,1,x,x,x,x,8,-0.8,x
COc1ccc(Nc2ncnc3c2cnn3Cc2ccc(C)cc2)cc1,u,14,-1.0,0.7,12,-3.5,7,0.5,1
O=C1CN=C(c2ccc(Br)cc2)c2oc3ccccc3c2N1,-45,3,-2.1,-1.1,24,0.1,-1,-0.9,1
O=C(O)C1Nc2c(O)cc(Cl)c([N+](=O)[O-])c2C2C=CCC12 (configuration not stated),-10,35*,1.3,x,10,59*,-2,-0.8,-8
COc1ccc(NC(=O)C(C)Sc2nnc3c4c(nc(-c5ccc(OC)cc5)n23)CC(C)(C)OC4)cc1 (configuration not stated),-14,7,x,x,4,1.0,6,-1.3,-1
COc1ccc(CCN=C(N)NS(=O)(=O)c2ccccc2)cc1,4,2,0.8,x,4,-1.7,-5,0.3,-1
COc1ccc(N2CCN(C(=O)CCCN3C(=O)c4cccc5cccc(c45)C3=O)CC2)cc1,-12,2,-2.0,-1.6,15,-1.1,-27,-0.3,4
CNC(=O)C(=O)NCC1OCCCN1S(=O)(=O)c1cccs1 (configuration not stated),-10,-4,-1.1,x,5,-3.3,2,-0.3,2
O=C(Cn1ncc2c(=O)oc3ccccc3c21)N1CCN(C(=O)c2ccco2)CC1,-12,-2,0.9,2.4,9,0.3,0,-0.8,2
O=c1ccc2cc([N+](=O)[O-])c(CCO)cc2o1,-9,2,0.4,2.4,4,0.3,-5,-0.8,0
CCCc1cc(=O)oc2c(C)c(OCC(=O)Nc3ccc(CN4CCOCC4)cc3)ccc12,4,-18,-6.6,-1.4,8,-1.9,-4,1.8,9
C[C@H](CO)N1C[C@H](C)[C@@H](CN(C)Cc2ccc(C(=O)O)cc2)Oc2c(NS(=O)(=O)c3cccs3)cccc2C1=O,-1,0,1.0,0.3&0.6,6,-2.2,-5,-0.6,-2
Nc1nc(NC(=O)c2ccc(Cl)cc2)nn1-c1ccccc1,3,-4,-2.4,x,0,-1.6,8,-0.4,3
COC(=O)CNC(=O)C(NC(=O)OCc1ccccc1)C(C)C (configuration not stated),-4,6,0.8,x,-1,-3.0,3,-1.6,-1
Cc1cc(C)c(C(O)c2ncc(-c3cccc(F)c3)[nH]2)c(C)c1 (configuration not stated),-4,6,x,0.0,1,-2.5,3,-0.1,2

# Some entries already given with just BoNT-A LC inh2:
SMILES	BoNT-A LC inh2
CCN1/C(=C/c2ccc3cccc(C)c3[n+]2CC)Sc2ccccc21	79*
COc1ccc(Nc2ncnc3c2cnn3Cc2ccc(C)cc2)cc1	0.5
COc1ccc(NC(=O)C(C)Sc2nnc3c4c(nc(-c5ccc(OC)cc5)n23)CC(C)(C)OC4)cc1 (configuration not stated)	-1.3
CN(C(=O)c1cccc(NC(=O)Cc2cccc(NC(=O)C3CCCN(C(=O)C4CCC4)C3)c2)c1)C1CC1 (configuration not stated)	-0.5

# Carrying on:
SMILES,BoNT F protease,CCHFV vOTU inh,Mtb UGM inh,BioA inh,GDH-TPI inh,FadD28 FP inh,PrPC TRFRET,BoNT-A LC inh2,FBA Mtb inh
CC1(c2ccccc2)NC(=O)N(CC(=O)NCCC2=CCCCC2)C1=O (configuration not stated),-23,3,0.1,-0.9,6,-0.8,1,-0.7,8
Cc1cccc(OC(C)C(=O)Nc2ccccc2C(=O)N2CCCCC2)c1 (configuration not stated),-2,14,-0.8,1.0,-6,-2.6,0,3.5,3
c1ccc(C[C@H]2CN=C(Nc3ccccc3)N2CCCC2CCCCC2)cc1,-24,17,-0.8,2.4,8,0.2,-10,-1.0,3
CCCN(CCC)C1CCc2cccc(O)c2C1 (configuration not stated),-5,0,2.7,-1.0,0,2.3,8,0.0,1
CCOC(=O)C1=C(C)NC(=S)NC1/C=C/c1ccccc1 (configuration not stated),-3,4,0.5,-4.7,-2,-2.3,0,0.1,-1
CC(NC(=O)c1ccc(F)cc1)c1ccccc1 (configuration not stated),-4,-9,2.5,x,-2,-0.8,-4,0.2,1
COc1ccc(OC)c(NC(=O)Nc2cc(C(=O)O)ccc2C)c1,-4,7,2.1,-0.5,4,0.9,8,-0.3,3
C=CCOc1cccc(C(=O)N2CCCC(Nc3ccc4c(c3)OCCO4)C2)c1 (configuration not stated),-1,-1,1.2,1.7,-5,-2.0,0,0.4,-2
Cc1cccc(OCC(=O)N(Cc2ccc(N(C)C)cc2)C2CCS(=O)(=O)C2)c1 (configuration not stated),u,-16,-1.2,-1.2,16,-1.6,-2,-1.8,4
O=C(C1=NOC2(C1)C(=O)N(Cc1ccccc1)c1ccccc12)N1CCOCC1 (configuration not stated),7,-7,x,x,x,x,9,0.1,x
COCCCNC(=O)c1c(N)n(-c2ccc3c(c2)OCO3)c2nc3ccccc3nc12,-5,11,2.7,0.2,19,-2.2,-13,11,7
CC(C(=O)Nc1cccc([N+](=O)[O-])c1)n1nnc2ccccc21 (configuration not stated),-10,-5,-0.4,6.3,5,1.1,-12,1.8,0
COc1ccccc1-n1c(/C=C/c2ccc(O)cc2)nc2ccccc2c1=O,u,-9,-0.9,-0.5,25,-6.7,2,0.3,-3
CC(=O)c1cccc(NS(=O)(=O)c2cc(-c3cnc(C4CC4)o3)ccc2C)c1,x,13,-0.1,-0.5,3,-4.3,7,x,4
O=C(c1ccccc1F)N1CCOCC1,3,10,0.1,0.0,3,0.2,3,0.2,-1
CNc1cnc(-c2ccc(C(=O)N3CCOCC3)cc2)cn1,-4,-164,x,-0.3,16,-3.1,-1,-0.1,+
O=C(O)c1ccccc1-c1ccc(/C=c2\sc3nc4cc(Br)cnc4n3c2=O)o1,27,x,-1.9,-0.2,22,24*,x,-1.1,2
C[C@@H]1CN([C@H](C)CO)C(=O)CCCn2nncc2CO[C@H]1CN(C)C(=O)c1cc(-c2ccccc2)on1,-2,6,x,-0.7&0.9,3,-1.6,-6,0.0,-1
